Yfh1-off respiration – mitochondrial function rescue without frataxin homolog – Friedreich's ataxia, plus single-dose screen, dose response (AID 1465); S. cerevisiae Yfh1-off respiration, WST-1 reduction, 72 h; higher fold induction means a stronger effect; fold induction at 50 µM; hits with a dose series show EC50 in µM; hit rate 0.074% among 220,000;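 active = fold induction of absorbance versus untreated yeast above a set limit, then at least 30% activation at any dose in follow-up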;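 also: activators that raise dye reduction in frataxin-depleted yeast; strong numbers were not always called active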
WT yeast gro inh – growth inhibition of WT yeast, mitochondrial fusion screen; mitochondrial fusion phenotypic screen, WT strain; inhibition, % at 10 µM; hit rate 2.1% among 190,000; AID 1362; in the data active = inhibition above about 58%; tested in S. cerevisiae
MT stabilizer – stabilizes microtubules in HeLa cells. HeLa tubulin immunostaining HCS, 24 h; share of cells brighter than vehicle mean+2SD. % tubulin-high responders, % at 10 µM. hit rate 0.83% among 200,000. AID 2205;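 active = plate Z-score above 3 for both tubulin-high and condensed-nucleus cell shares, with cell loss under 80%, at 10 µM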;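 also: anti alpha tubulin signal scored within the nucleus-defined area of each cell; some results filed as inactive read as strong as hits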
Lipid droplet – hepatic lipid droplet formation modulation. hit rate 0.4% among 240,000. AID 1656. AML12 mouse hepatocytes, oleate lipid droplets, BODIPY imaging. inhibition, % at 6.5 µM;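 active = lipid droplet intensity inhibited by at least 50%, with more than 500 cells counted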
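Material – AML12 mouse liver cells · Also added – oleate loading, 100 µM · Compound dosing – 6.5 µM single-point dosing · Times – overnight treatment with compound plus oleate · Measured by – fluorescence imaging, 20x objective, two fields per well · Read-out – percent inhibition of filter-corrected integrated lipid droplet intensity per well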
Autophagy HCS – autophagy modulation, high-content screen | MEF GFP-LC3 puncta imaging; test concentration mostly 10 µM | calls only at 10 µM (by protocol) | hit rate 0.98% among 190,000 | AID 463193;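 active = percentage of spot-positive cells more than 3 SD above its plate mean, without a fluorescence outlier flag or 80% toxicity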;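 also: spot-positive cell cutoff set from DMSO-treated cells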
HEK293 NOD2/NF-kB – NOD2 signaling inhibitors, cell-based, luminescence, uHTS, HEK293 (AID 1566); hit rate 0.63% among 290,000; HEK293 NOD2/NF-kB luciferase reporter, luminescence; higher % means a stronger effect; inhibition, % at 4 µM, or EC50 in µM where a hit was titrated; in the data active = inhibition above about 50%; also: many of its hits are not listed in these tables
b-catenin transl – beta-catenin nuclear translocation modulation | HeLa beta-catenin nuclear translocation, immunofluorescence imaging | nuclear translocation activity, % at 5 µM | hit rate 0.3% among 190,000 | AID 1665;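 active = nuclear translocation activity above 50% at 5 µM, with a well cell count of 50 or more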;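 also: per-cell ratio of nuclear to cytoplasmic median beta-catenin stain intensity; plate controls were DMSO negative control for no effect and GSK-3 inhibitor IX positive control for full effect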
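Read-out: Nuclear/cytoplasmic beta-catenin signal ratio, % activation | Assay system: Human HeLa cell line | Times: 24 h compound exposure at 37°C, 5% CO2 | Signal: Fluorescence imaging of beta-catenin antibody stain plus DAPI | Dosing: 5 µM primary, 0.02–20 µM confirmation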
Dynein cargo inh – dynein cargo transport inhibition; 3617.4 mouse cells, GR-EGFP nuclear translocation imaging; test concentration mostly 20 µM; stimulated with dexamethasone, 1 µM; stronger effect = lower value; z-score, hits read low; hit rate 0.47% among 220,000; AID 1381;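 active = plate z-score of nuclear minus cytoplasmic receptor signal below a set negative limit, without overly bright fluorescence or cell loss, cut at about -3.5 in these data, passing the limit was not always enough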;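 also: z-score of nuclear minus cytoplasmic ring GR-EGFP intensity difference per well; some compounds called inactive have numbers as strong as hits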
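Medium: Induction medium lacking tetracycline, stripped serum | Probe or stimulus: 1.0 µM final dexamethasone stimulus | Schedule: 48 h induction, then 1 h compound, then 30 min agonist, 37 °C | Signal: Automated 10x imaging of fixed Hoechst-stained cells | Evaluation: Per-cell GR-EGFP intensity, nucleus versus surrounding cytoplasmic ring, well-averaged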
Insulin prom up – MIN6 insulin promoter up-regulation. hit rate 0.3% among 190,000. z-score at 5 µM. MIN6 insulin promoter-GFP reporter, high-content imaging; stronger effect = higher value. AID 1625;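 active = z-score above 3 at 5 µM with at least 500 cells counted in the well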
WT yeast gro inh mutant strain – also measured in WT yeast gro inh; calls as there; inhibition, %; mitochondrial fusion phenotypic screen, mutant strain inhibition
Dynein cargo inh cytoplasmic EGFP – further read-out of Dynein cargo inh, marked with its call; z-score; measured here: cytoplasmic GR-EGFP intensity; stronger effect = higher value
Dynein cargo inh nuclear GR-EGFP – further read-out of Dynein cargo inh, marked with its call; z-score; measured here: nuclear GR-EGFP intensity;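 lower value marks the stronger effect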
Dynein cargo inh cell count – second read-out of Dynein cargo inh, no call of its own (marks repeat the call); z-score; measured here: cell count per field
Insulin prom up cell count – second read-out of Insulin prom up, no call of its own (marks repeat the call); cell count; measured here: cytotoxicity, nuclei count;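 total cells summed across four imaged fields per well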
Lipid droplet cells 6.5 µM – second read-out of Lipid droplet, no call of its own (marks repeat the call); cell count; measured here: cell count, cytotoxicity flag;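 cells counted across two imaged fields per well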
b-catenin transl cell count 5 µM – further read-out of b-catenin transl, marked with its call; cell count; measured here: cell count, cytotoxicity flag
MT stabilizer Hoechst-high % – recorded beside MT stabilizer, whose call it bears; % Hoechst-high responders; measured here: nuclear condensation Hoechst responders;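 share of cells brighter than vehicle mean plus two SD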
MT stabilizer cytotoxicity % – recorded beside MT stabilizer, whose call it bears; toxicity, %; measured here: cytotoxicity by cell density;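 0% = mean cell density of plate MIN control wells and 100% = no cells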
Autophagy HCS cell loss 18 h – second read-out of Autophagy HCS, no call of its own (marks repeat the call); toxicity, %; measured here: cell loss, nuclei count;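 cell loss after 18 h compound exposure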
The depositor's hits bear a star; i = inactive; x = no result given. A portion of the library. The share of hits here may be higher or lower than overall.

SMILES | Yfh1-off respiration | WT yeast gro inh | WT yeast gro inh mutant strain | MT stabilizer | MT stabilizer Hoechst-high % | MT stabilizer cytotoxicity % | Lipid droplet | Lipid droplet cells 6.5 µM | Autophagy HCS | Autophagy HCS cell loss 18 h | HEK293 NOD2/NF-kB | b-catenin transl | b-catenin transl cell count 5 µM | Dynein cargo inh | Dynein cargo inh cytoplasmic EGFP | Dynein cargo inh nuclear GR-EGFP | Dynein cargo inh cell count | Insulin prom up | Insulin prom up cell count
N#C/C(=C\c1ccc(N2CCCCC2)o1)C(N)=O | >100µM* | -8.8 | -2.4 | 3.2 | 1.9 | 9.1 | 1.1 | 730 | i | 2.1 | 10.2% | 1.2 | 823 | 2.95 | 1.57 | 2.1 | 0.231 | x | x
Cc1[nH]c2ccc(F)cc2c1CCN(Cc1ccncc1)C(=S)Nc1ccccc1 | i | -38.9 | -11.2 | 4.0 | 4.1 | 7.5 | -26.4 | 681 | i | -2.4 | 6.7% | 1.0 | 1128 | -0.344 | -0.206 | -0.235 | 0.174 | -0.36 | 1228
CCOC(=O)c1c(NC(=O)Cc2cccs2)sc(C(=O)N2CCCCC2)c1C | i | -4.0 | 18.6 | 3.4 | 1.7 | 2.1 | -7.0 | 803 | i | 4.2 | 14.5% | 0.7 | 1220 | 0.0648 | -0.184 | 0.217 | -0.0283 | -0.05 | 1294
CCn1c(-c2ccncc2)n[nH]c1=S | i | 6.0 | 13.5 | 2.3 | 2.0 | 15.4 | 15.3 | 668 | i | 4.2 | -28.9% | -1.4 | 1037 | 1.07 | -0.295 | 0.361 | -0.125 | -0.07 | 1639
Cc1ccccc1N/C=C/C(=C(C#N)C#N)N(C)C | i | -20.0 | -11.9 | 2.4 | 1.5 | 7.4 | x | x | i | 7.2 | 0.8% | 0.2 | 1424 | -0.325 | -0.188 | -0.461 | 1.26 | 0.06 | 1442
CS(=O)(=O)N1CCN(c2nc(-c3ccccc3)cs2)CC1 | i | -0.1 | 1.7 | 2.0 | 1.3 | 0.9 | 19.7 | 770 | i | -0.4 | 2.0% | -5.0 | 1239 | -0.432 | -0.19 | -0.364 | -0.106 | 0.02 | 973
CCOC(=O)C1CCN(C(=O)Nc2ccc3snnc3c2)CC1 | i | -19.5 | 2.6 | 2.4 | 2.4 | 5.5 | x | x | i | -3.0 | 2.8% | -5.6 | 1033 | 0.0486 | -0.257 | -0.0266 | 0.743 | 0.26 | 1311
COc1ccc(O)c(C(=O)c2cc(C#N)c(=O)n(CCN3CCOCC3)c2)c1 | i | 9.4 | -5.3 | 2.7 | 2.2 | 4.7 | x | x | i | 5.1 | -9.2% | -0.9 | 1386 | -1.59 | 0.655 | -0.559 | 1.33 | -0.26 | 1738
COc1ccc2[nH]c(=O)c(C(c3nnnn3CC3CCCO3)N3CCCCC3)cc2c1 (stereo not drawn) | i | -23.3 | 3.9 | 2.9 | 2.4 | 4.9 | 22.2 | 674 | i | -6.4 | -14.0% | -0.8 | 1076 | 0.108 | -0.00195 | 0.0152 | 0.272 | 0.17 | 1470
COC(=O)C1C(=O)CC(C)(O)C(C(=O)OC)C1/C=C/c1ccccc1 (stereo not drawn) | i | -20.9 | -32.6 | 5.8 | 2.7 | 11.9 | x | x | i | 8.4 | -11.5% | 0.2 | 1417 | -0.488 | -0.283 | -0.19 | 0.3 | -0.04 | 1671
Cc1ccc(OCCn2nc3ccccc3n2)c(C)c1 | i | 1.7 | 19.5 | 3.7 | 0.9 | 38.3 | 0.5 | 713 | i | 6.9 | -20.2% | 0.6 | 1052 | -0.315 | -0.0911 | 0.24 | -0.803 | -6.61 | 513
Cc1ccc(S(=O)(=O)Oc2ccc(/C=N/NC(=O)c3c(Cl)cnn3C)cc2)cc1 | i | -2.8 | -3.9 | 2.5 | 2.9 | 7.5 | 24.6 | 754 | i | 0.7 | 20.7% | 4.5 | 837 | 1.9 | 0.297 | 1.72 | -1.41 | -0.02 | 1039
C/C(CCC(C)C)=N\NC(=S)NCc1ccccc1 | i | 59.8* | 48.8* | 2.6 | 1.9 | 3.0 | 0.4 | 692 | i | -10.3 | -11.5% | 0.6 | 1139 | 0.126 | -0.212 | 0.402 | -0.712 | 0.3 | 1372
O=C(NC1CC1)c1ccc2c(Cl)c3c(nc2c1)CCCC3 | i | 6.9 | 6.2 | 2.3 | 2.7 | 1.9 | -5.7 | 693 | i | 2.7 | -8.9% | 1.5 | 1117 | -3.39 | 0.978 | -1.8 | -0.207 | -0.6 | 1193
N/C(Cc1cccc2ccccc12)=N\OC(=O)c1ccc(Br)o1 | i | 33.5 | 40.1 | 1.6 | 1.9 | 1.9 | -9.4 | 732 | i | 7.3 | 16.4% | 1.2 | 1119 | 0.0328 | 0.0106 | -0.102 | 0.407 | 1.47 | 1072
Cc1cc(C(=O)NCCCN2CCCC2=O)cs1 | i | 2.6 | -1.4 | 3.2 | 2.5 | 6.5 | 12.2 | 646 | i | -1.7 | 2.2% | 0.9 | 991 | -0.66 | 0.135 | -0.305 | 0.972 | 0.14 | 1439
Cc1ccc(/C=N/Nc2ccc3c(C(F)(F)F)cc(C(F)(F)F)nc3n2)cc1 | i | -2.9 | 7.2 | 3.4 | 1.7 | 14.1 | x | x | i | 41.4 | 16.4% | -3.9 | 1084 | -1.23 | -0.133 | -0.567 | 0.894 | -0.15 | 1346
COC(=O)C1=C(C)OC(N)=C(C#N)C1c1ccco1 (stereo not drawn) | i | -5.8 | -12.1 | 3.2 | 2.2 | 4.4 | 5.1 | 693 | i | -3.0 | -21.6% | -2.5 | 1240 | -1.24 | -0.175 | -0.568 | 0.913 | 0.29 | 1116
Cc1nc2ccccc2c2oc(C(=O)N3CCN(C(=O)c4ccco4)CC3)cc12 | i | 1.4 | 1.4 | 2.0 | 1.8 | 2.5 | 4.1 | 647 | i | 14.8 | 2.2% | -0.4 | 1108 | -0.171 | -0.148 | 0.0258 | 0.0922 | 0.25 | 1559
COCC(C)n1c(SCc2cc(C(=O)OC)c(C)o2)nc2ccccc2c1=O (stereo not drawn) | i | x | x | x | x | x | -20.1 | 680 | x | x | 9.5% | -0.7 | 1270 | 0.481 | -0.781 | 0.162 | -0.34 | -1.19 | 1006
CCCCn1nnc(NC(=O)c2cc3ccccc3o2)n1 | i | 2.9 | -5.6 | 3.8 | 2.0 | 6.7 | 0.8 | 762 | i | -8.6 | -47.7% | 0.4 | 869 | 0.209 | 0.119 | 0.54 | 0.207 | 0.44 | 1230
COc1cccc(C2=NOC(C(=O)Nc3cc(C)on3)C2)c1 (stereo not drawn) | i | x | x | x | x | x | 5.0 | 688 | x | x | 15.7% | -0.3 | 1324 | 1.26 | -0.187 | 1.83 | -1.57 | x | x
CC(C)C(c1nnnn1C(C)(C)C)N1CCN(c2cccc(Cl)c2)CC1 (stereo not drawn) | i | 74.9* | 53.5* | 6.1 | 2.7 | 4.4 | x | x | i | 18.6 | -8.8% | -0.3 | 1196 | -0.803 | -0.185 | -0.152 | 0.382 | -1.63 | 1083
COC(=O)[C@H](CCSC)NC(=O)N1CCC(C)CC1 | i | -3.8 | -27.3 | 3.3 | 3.2 | 5.8 | -3.1 | 759 | i | -2.1 | 1.3% | -8.5 | 1180 | 0.337 | -0.125 | 0.513 | 0.636 | 0.27 | 844
Cc1ccc(C2CC(=O)c3cnn(-c4nc(C)cc(C)n4)c3C2)cc1 (stereo not drawn) | i | 4.0 | -6.1 | 1.7 | 3.4 | 17.8 | -19.7 | 643 | i | -1.2 | 6.1% | -2.3 | 1035 | 0.598 | -0.217 | 0.425 | -0.325 | -0.1 | 1253
Cc1ccc(NC(=S)c2nc3ccccc3[nH]2)c(C)c1 | i | 29.9 | 20.7 | 4.0 | 2.5 | 9.0 | -2.0 | 617 | i | -5.3 | -122.3% | -4.3 | 572 | -0.256 | -0.251 | -0.0488 | 1.33 | -0.6 | 1176
O=C(/C=C/c1ccccc1)NC(NC(=S)Nc1ccc(Cl)cc1)C(Cl)(Cl)Cl (stereo not drawn) | i | 44.6 | -4.4 | 2.6 | 2.4 | 0.6 | x | x | i | 8.2 | 14.1% | 1.3 | 1388 | -0.511 | -0.2 | 0.404 | 1.6 | -1.1 | 906
CC(=O)N1CCc2cc(S(=O)(=O)CCC(=O)NCc3ccc4c(c3)OCO4)ccc21 | i | -1.5 | -2.4 | 3.9 | 2.2 | 8.6 | x | x | i | 19.3 | -11.6% | -0.7 | 1403 | 1.94 | 0.709 | 0.721 | -1.5 | -0.05 | 1560
Cc1ccc(C)c(S(=O)(=O)NCc2ccc(C(=O)NCc3ccccn3)cc2)c1 | i | -5.3 | 9.2 | 2.4 | 1.8 | 6.4 | 0.8 | 765 | i | -6.6 | 1.2% | -0.5 | 1160 | -0.0907 | -0.152 | 0.185 | -0.141 | 0.14 | 850
Cc1ccc2oc(-c3cccc(NC(=O)c4ccc(Br)o4)c3)nc2c1 | x | 13.9 | 21.2 | 4.6 | 4.2 | 5.3 | -7.0 | 719 | i | 4.5 | -27.3% | x | x | -0.0945 | -0.216 | -0.029 | -0.137 | -0.13 | 905

High-throughput results: PubChem, several laboratories
